# Source: PubChem BioAssay (National Center for Advancing Translational Sciences (NCATS))
# NIH3T3 tox = Cytotoxic Profiling in NIH 3T3 Cell Line of Diverse Libraries Using Quantitative High-Throughput Screening | NIH 3T3 viability, CellTiter-Glo ATP luminescence, 48-72 h | 94,000 tested, 4.3% active | Potency, µM (top dose mostly 96.7 µM), for inactives: at the top dose activity change, negative = cytotoxicity, most hits filed as inhibitors | AID 1345082, 2018; note: potency is the fitted concentration of half-maximal effect; nearly all actives have a fitted effect of over 55% in size
#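 Cells were seeded at 400 per well, treated with pin-transferred compound, and kept 48 or 72 hr at 37 °C before CellTiter-Glo addition and luminescence imaging of cellular ATP.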
# HEK293 viab = GF-AFC viability counterscreen for inhibitors of alpha-synuclein gene (SNCA) expression; 150,000 tested, 0.12% active; HEK-293-SNCA-luc viability, GF-AFC fluorescence, 24 h; AID 1671193, 2021; Potency, µM (titrated, usually from 57.1 µM), for inactives: top-dose activity change, negative = cytotoxicity, hits mostly cytotoxic;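 note: potency is the fitted concentration of half-maximal effect; 0% = DMSO-treated cells and -100% = medium-only wells without cells; nearly all actives have a fitted effect of over 30% in size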
#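 HEK-293-SNCA-luc cells (1500/well) plated 24 h, then exposed 24 h to a dilution series; GF-AFC added 30 min at 37C, fluorescence 405/540 nm; normalised to medium-only and DMSO wells, Hill fit.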
# HEK cytotox = Cytotoxic Profiling in HEK 293 Cell Line of Diverse Libraries Using Quantitative High-Throughput Screening. HEK 293 viability, ATP luminescence (CellTiter-Glo), 48-72 h. Potency, µM (series often up to 115 µM), for inactives: at the highest dose activity change, negative = cytotoxicity, usual class: inhibitors. 94,000 tested, 6.6% active. AID 1345083, 2018; note: potency is the fitted concentration of half-maximal effect; nearly all actives have a fitted effect of over 60% in size
#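 CellTiter-Glo luminescence (cellular ATP) was read after 48 or 72 hr of compound exposure at 37 degree Celsius. Cells were HEK 293 plated at 250 cells/well.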
# IP6K1 inh = Primary qHTS assay for small molecule inhibitors of Inositol hexaphosphate kinase 1 (IP6K1); 140,000 tested, 0.81% active; activity change, % (series mostly up to about 58 µM); Inositol hexakisphosphate kinase 1 (Homo sapiens), Q92551; IP6K1 kinase, ADP-Glo luminescence, 2 h; hits give low values; in the data active = activity change below about -25%
#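 ADP-Glo luminescence measures ADP made by human IP6K1 during a 2 h RT reaction with ATP/IP6 (mix at 1.3 mM/130 uM); top library doses 57.5 and 19.1 uM final.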
# SNCA expr inhib = Primary qHTS assay for inhibitors of alpha-synuclein gene (SNCA) expression. 140,000 tested, 0.17% active. Potency, µM (series often up to 57.2 µM), for the others: at the top dose activity change, negative = inhibition, usual class: inhibitors. HEK-293 SNCA-luciferase knock-in, luminescence, 24 h. AID 1671194, 2021;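 note: potency is the fitted concentration of half-maximal effect; plate controls were DMSO cells for no effect and cell-free wells for full effect; nearly all actives have a fitted effect of over 45% in size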
# GPT2 inhibitor = Primary qHTS assay for inhibitors of Glutamate pyruvate transaminase 2 (GPT2). 100,000 tested, 0.25% active. Alanine aminotransferase 2 (Homo sapiens), Q8TD30. Potency, µM (titrated, usually from 57.7 µM), inactives show at the highest dose activity change, negative = inhibition, actives largely listed as inhibitors. Recombinant GPT2, coupled pyruvate oxidase/HRP Amplex Red fluorescence. AID 1671188, 2021; note: potency is the fitted concentration of half-maximal effect; nearly all actives have a fitted effect of over 60% in size; many of its hits are not listed in these tables
# Target sequence (Q8TD30 whole entry, looked up): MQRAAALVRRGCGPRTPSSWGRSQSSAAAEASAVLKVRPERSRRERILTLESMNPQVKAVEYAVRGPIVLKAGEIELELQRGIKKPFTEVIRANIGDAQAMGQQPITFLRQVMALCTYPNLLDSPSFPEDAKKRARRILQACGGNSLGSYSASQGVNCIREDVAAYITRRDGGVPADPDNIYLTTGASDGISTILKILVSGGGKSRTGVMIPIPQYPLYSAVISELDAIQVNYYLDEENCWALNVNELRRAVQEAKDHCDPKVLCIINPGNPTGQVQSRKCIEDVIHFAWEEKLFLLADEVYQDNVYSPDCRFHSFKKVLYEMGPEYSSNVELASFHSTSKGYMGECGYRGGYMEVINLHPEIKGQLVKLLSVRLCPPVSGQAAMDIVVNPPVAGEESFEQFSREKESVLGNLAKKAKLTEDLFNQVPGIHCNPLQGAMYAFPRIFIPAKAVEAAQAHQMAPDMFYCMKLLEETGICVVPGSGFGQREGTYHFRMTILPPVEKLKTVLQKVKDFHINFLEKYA
#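 Fluorescence of coupled pyruvate oxidase/HRP/Amplex Red system (50uM Amplex, 30 min, dark) reports pyruvate formed by GPT2. Enzyme reaction: 10ng/uL GPT2, 2mM L-alanine, 250uM a-KG, 30 min room temperature, pH 7.5; 50uM AOA control.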
# Luciferase inh = Firefly luciferase inhibition profiling of diverse chemical library using quantitative high-throughput screening. Luciferin 4-monooxygenase (Photinus pyralis), P08659. purified P. pyralis luciferase, luminescence, biochemical. Potency, µM (titrated, usually from 115 µM), inactives show top-dose activity change, negative = inhibition, usual class: inhibitors. 76,000 tested, 2.5% active. AID 1347043, 2019; note: potency is the fitted concentration of half-maximal effect; nearly all actives have a fitted effect of over 65% in size
# Target sequence (P08659 whole entry, looked up): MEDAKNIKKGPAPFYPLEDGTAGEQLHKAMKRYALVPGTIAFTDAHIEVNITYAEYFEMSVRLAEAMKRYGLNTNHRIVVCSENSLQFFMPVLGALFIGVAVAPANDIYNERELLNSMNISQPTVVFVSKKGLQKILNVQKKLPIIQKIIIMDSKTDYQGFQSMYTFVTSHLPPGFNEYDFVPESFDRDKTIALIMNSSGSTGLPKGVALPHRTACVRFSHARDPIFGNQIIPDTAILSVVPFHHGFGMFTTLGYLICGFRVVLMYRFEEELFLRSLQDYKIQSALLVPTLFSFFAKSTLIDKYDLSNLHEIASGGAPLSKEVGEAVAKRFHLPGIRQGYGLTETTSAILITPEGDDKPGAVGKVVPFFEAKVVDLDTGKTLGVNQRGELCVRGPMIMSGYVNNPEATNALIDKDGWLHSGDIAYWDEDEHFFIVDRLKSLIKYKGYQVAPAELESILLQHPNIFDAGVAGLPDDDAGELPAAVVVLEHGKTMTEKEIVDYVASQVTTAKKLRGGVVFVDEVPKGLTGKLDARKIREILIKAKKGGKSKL
#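 Luminescence read by CCD imager after adding enzyme (10nM final) to wells holding compound, titrated in qHTS. Substrates 10uM each D-luciferin and ATP; buffer 50mM Tris acetate pH 7.5, 10mM Mg acetate, Tween-20, BSA.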
# * hit, by the source's call; i = inactive; ? = inconclusive; / = not tested or not shown; & = joins results of further samples; [ ] = remark or other dose. Unless noted, calls come from the whole dose curve; as a rule, active = well fitted curve in the direction sought with a large enough effect; inconclusive = small, poorly fitted or top-dose-only effect, or another doubt; inactive = no such curve, though single readings can be large; an effect the other way counts as inactive or inconclusive. Unless noted, % is set by controls: 0 for no effect and ±100 for the full control effect. Random draw from the library; 7.8% or so of the library scored in one or more.
# Start of the data: the first 3 entries (preview)
cpd	Compound	NIH3T3 tox	HEK293 viab	HEK cytotox	IP6K1 inh	SNCA expr inhib	GPT2 inhibitor	Luciferase inh
1	Cc1cnc(C(=O)N2CCCC(Cc3noc(-c4ccccn4)n3)C2)cn1 (centres undefined)	?	-8.0%	-23.8%	-9.2	5.6%	i	-2.8%
2	Cc1cn(C)c(CC(=O)NCc2ccccc2Cl)c1C(=O)O	/	2.1%	/	-11.1	?	/	/
3	CCN(CC)CCCNC(=O)Cc1ccc(NC(=O)N2CCCCc3ccccc32)cc1	/	-12.7%	/	15.2	-7.5%	/	/

# Main list, from the first entry:
cpd	Compound	NIH3T3 tox	HEK293 viab	HEK cytotox	IP6K1 inh	SNCA expr inhib	GPT2 inhibitor	Luciferase inh
1	Cc1cnc(C(=O)N2CCCC(Cc3noc(-c4ccccn4)n3)C2)cn1 (centres undefined)	?	-8.0%	-23.8%	-9.2	5.6%	i	-2.8%
2	Cc1cn(C)c(CC(=O)NCc2ccccc2Cl)c1C(=O)O	/	2.1%	/	-11.1	?	/	/
3	CCN(CC)CCCNC(=O)Cc1ccc(NC(=O)N2CCCCc3ccccc32)cc1	/	-12.7%	/	15.2	-7.5%	/	/
4	COc1cc(NC(=O)CSc2ncc(S(=O)(=O)c3ccc(Br)cc3)c(=O)[nH]2)cc(OC)c1	/	4.1%	/	-6.3	?	/	/
5	Cc1cc(C)c(NC(=O)CCc2c(C)nc3c(c(C)nn3C(C)(C)C)c2C)c(C)c1	/	-2.9%	/	8.1	-7.8%	/	/
6	CCOc1cc(C#N)c(NC(=O)c2cccc(S(=O)(=O)N3CCOCC3)c2)cc1OCC	/	25.3%	/	-0.3	-20.1%	/	/
7	c1ccc(-n2cc(CN3CCN(c4nc5ccccc5o4)CC3)nn2)cc1	?	-6.5%	?	-6.9	6.3%	-1.6%	-0.5%
8	Cn1ncc2c(C(=O)NCCCN3CCCCC3)cc(-c3ccccc3C(F)(F)F)nc21	?	/	?	-3.9	/	/	/
9	CCCc1cc(=O)oc2c3c(ccc12)OCN(Cc1ccccc1OC)C3	/	?	/	26.3	-3.0%	/	/
10	COC1CCC12CCN(C(=O)c1ccco1)CC2 (centres undefined)	-5.3%	6.0%	-2.1%	-11.3	12.6%	i	1.4%
11	Cc1cc2c(c(=O)n(-c3ccccc3)c(=O)n2CC(=O)Nc2ccc(F)cc2)n1C	?	?	?	7.4	-10.9%	i	-8.5%
12	Fc1ccc2c(c1)nc1n2[C@@H](CNCc2ccncc2F)COC1	-9.6%[138 µM]	-4.2%[87.6 µM]	-9.6%[172 µM]	-5.8	24.4%[87.6 µM]	4.2%[88.5 µM]	8.9%[172 µM]
13	CN1CCC(N[C@H]2CC(C)(C)[C@@H]3C[C@@](C)(O)CC[C@]23CCC(=O)NCCN2CCOCC2)CC1	3.3%	1.3%	i	5.2	-15.0%	-5.7%	3.4%
14	Cc1nc(C)c(C(=O)N2CCCCCCN(C)C(=O)[C@@H]3CCC[C@@H]32)s1	i	5.8%	i	-0.9	-4.5%	i	0.1%
15	CCCSc1nnc2c(n1)OC(CC)N(C(C)=O)c1ccccc1-2 (centres undefined)	/	8.1%	/	-18.2	7.8%	/	/
16	O=C1CSC2(C(=O)N(Cc3c(F)cccc3Cl)c3ccccc32)N1c1ccc(F)c(F)c1 (centres undefined)	/	-4.1%	/	-0.4	-7.2%	/	/
17	O=S(=O)(O)c1ccc2cc(N=Nc3cc(S(=O)(=O)O)c4cccnc4c3O)ccc2c1	/	?	/	-51.9*	?	2.2%&-5.9%	/
18	COc1cc(OC)c(CNC(=O)c2c(C)noc2-c2cc(OC)c(OC)c(OC)c2)c(OC)c1	?	6.4%	?	12.2	-14.0%	1.9%	-2.0%
19	O=C(NCCCc1nc2ccccc2[nH]1)C1CCCN(C2CCCC2)C1 (centres undefined)	-17.7%	5.9%	-9.9%	-4.8	23.8%	i	-0.5%
20	O=C(Nc1ccccc1)N1CCCC(c2nn(-c3ccccc3)c(=O)[nH]2)C1 (centres undefined)	-27.6%	-10.7%	-8.9%	11.6	24.7%	?	-13.1%

# 3 of these compounds in another layout:
# The line under a structure holds: NIH3T3 tox	HEK293 viab	HEK cytotox	IP6K1 inh	SNCA expr inhib	GPT2 inhibitor	Luciferase inh
17. O=S(=O)(O)c1ccc2cc(N=Nc3cc(S(=O)(=O)O)c4cccnc4c3O)ccc2c1
  /	?	/	-51.9*	?	2.2%&-5.9%	/
18. COc1cc(OC)c(CNC(=O)c2c(C)noc2-c2cc(OC)c(OC)c(OC)c2)c(OC)c1
  ?	6.4%	?	12.2	-14.0%	1.9%	-2.0%
19. O=C(NCCCc1nc2ccccc2[nH]1)C1CCCN(C2CCCC2)C1 (centres undefined)
  -17.7%	5.9%	-9.9%	-4.8	23.8%	i	-0.5%

# Next compounds follow.
cpd	Compound	NIH3T3 tox	HEK293 viab	HEK cytotox	IP6K1 inh	SNCA expr inhib	GPT2 inhibitor	Luciferase inh
21	COc1ccc(/C=C/c2nc(C#N)c(NC3CCCCC3)o2)cc1OC	/	4.0%	/	-16.7	66.6%[activator]	/	/
22	COCCN1CCCCCC(O)c2cc(C(=O)N3CCN(c4ccccn4)CC3)ccc21 (centres undefined)	-19.5%	-20.8%	?	-11.5	25.6%	?	5.0%
23	COc1ccc(CNC(=O)CSc2ncc(S(=O)(=O)c3ccc(Br)cc3)c(=O)[nH]2)cc1	/	1.5%	/	-9.9	24.7%	/	/
24	CC(C)c1nc2c(c(-c3ccc(O)cc3)n1)CCN(Cc1ccccc1)CC2	?	2.5%	?	-2.1	0.6%	-16.7%	-2.1%
25	Cc1nc(-c2ccc(S(=O)(=O)N3CCN(c4ccc(F)cc4)CC3)cc2)co1	/	13.9%	/	-6.5	2.7%	/	/
26	O=C(Cn1nc(-c2cccs2)ccc1=O)NC1CCCc2c1[nH]c1c(Cl)cccc21 (centres undefined)	i	2.1%	17.0%	-5.8	5.3%	-8.5%	0.9%
27	CN1C(=O)[C@H]2CN(Cc3cn[nH]c3-c3cccc(Br)c3)C[C@H]2C1=O	-28.5%	-19.7%	-15.9%	8.3	7.9%	i	9.1%
28	COc1cccc(C(=O)N2CCC(N3C[C@H](O)C[C@H]3C(=O)N3CCc4ccccc4C3)CC2)c1	-24.2%	-10.1%	?	3.0	-18.5%	0.2%	0.0%
29	CCCCc1nn2c(=O)cc(COC(=O)c3ccco3)nc2s1	/	-4.4%	/	-5.5	36.1%[activator]	/	/
30	CC1CCC(Nc2ncnc3onc(-c4ccc(F)cc4)c23)CC1 (centres undefined)	/	-4.7%	/	25.4	35.6%[activator]	/	/
31	O=C(N[C@H](Cc1ccncc1)C1CC(O)C1)c1cccn2cnnc12 (some centres undefined)	-3.3%	3.3%	-3.2%	-8.4	19.1%	i	0.0%
32	O=C1CC2(CCN(C(=O)C3CCCN(C(=O)c4ccc(C(F)(F)F)cc4)C3)CC2)Oc2ccccc2N1 (centres undefined)	?	5.5%	?	-16.0	?	-4.1%	/
33	CCc1cccc(NC(=O)[C@@H]2CN(S(C)(=O)=O)C[C@H]2c2ccncc2)c1	-12.5%	-8.1%	-12.3%	0.9	0.8%	i	17.4%
34	O=C(c1ccc2ccccc2n1)N1CCN(C(=O)c2nnn3c2COC(c2ccccc2)C3)CC1 (centres undefined)	-7.1%	-6.6%	-33.0%	0.0	8.1%	i	1.5%
35	CCOc1ccccc1CNC(=O)c1ccc2c(c1)N(S(C)(=O)=O)CC2	-12.8%	0.6%	?	-4.8	112.7%[activator]	i	?
36	O=C(NC1CC1)c1nc(-c2cccc(C(F)(F)F)c2)c2ccccn12	?	-4.3%	?	4.7	31.5%[activator]	0.8%	-6.8%
37	Cn1c(=O)c(F)c(Nc2ccc(I)cc2F)c2c(=O)n(CC(O)CO)cnc21 (centres undefined)	/	-0.1%	/	-4.8	/	i	/
38	CC(=O)Nc1ccc(/C=C/c2nc(-c3ccccc3O)n(-c3ccccc3)n2)cc1	/	3.5%	/	19.6	0.3%	/	/
39	COc1ccc(OC)c(NC(=O)CSC2=Nc3ccccc3C3=NC(CCC(=O)NCCc4ccccc4)C(=O)N23)c1 (centres undefined)	/	6.6%	/	9.5	-0.3%	/	/
40	COC[C@@H]1CN(S(=O)(=O)c2ccc3c(c2)CCCC3)C[C@H]1C(N)=O	-21.8%	4.4%	-13.9%	8.0	17.1%	i	5.3%
41	CC1(c2ccccc2)N(Cc2ncccn2)C(=O)OC12CCN(C(=O)Cc1ccc(O)cc1)CC2 (centres undefined)	?	-2.9%	4.8%	9.6	-5.3%	-25.3%	1.3%
42	COc1ccc(S(=O)(=O)NC[C@H]2COCc3nc4ccc(C)cc4n32)cc1	89.1µM*	-21.9%[87.6 µM]	?	-15.2	-10.6%[87.6 µM]	-1.6%[88.5 µM]	-5.5%[172 µM]
43	Cc1cccc(C)c1NC(=O)CN1C(=O)NC(c2ccccc2Cl)C2=C1COC2=O (centres undefined)	-8.5%	2.5%	-3.8%	-4.1	3.5%	i	0.8%
44	COc1cccc(C(=O)N2CCCN(C(=O)C3CC3)c3ccccc32)c1OC	-13.1%	5.2%	?	0.9	0.1%	-5.7%	2.8%
45	COc1ccc(-c2nc(C3CC3)nc3c2CCN([S+](=O)([O-])c2cccc(C(F)(F)F)c2)CC3)cc1	?	-1.3%	?	9.5	-32.0%	-3.0%	/
46	Cc1ccc(-c2n[nH]c3c2C(c2ccccc2Cl)N(c2ccc(C(=O)O)cc2)C3=O)cc1 (centres undefined)	/	-5.5%	/	-28.6*	?	/	/
47	O=C(NCCN1CCOCC1)c1nc2sccn2c1-c1cccnc1	-5.7%[138 µM]	11.0%[87.6 µM]	i	5.8	1.9%[87.6 µM]	i	/
48	O=C1CC(c2nc(-c3cn4ccccc4n3)no2)CN1Cc1cccnc1 (centres undefined)	i	8.0%	-0.7%	-6.8	-8.5%	-16.8%	-8.5%
49	Cc1nn(C)c(C)c1CCN(C)C(=O)C1Cn2cccc2C(=O)N1C (centres undefined)	-5.1%	-2.4%	-3.4%	10.4	2.5%	i	5.6%
50	Cc1ncoc1C(=O)N[C@@H]1CN(Cc2cccnc2)C[C@H]1CN(C)C	-2.5%	0.3%	-12.9%	25.7	1.3%	?	6.3%
51	COCCNC(=O)CCCN1C(=O)COc2ccc(C(=O)COc3c(C)ccc(C)c3C)cc21	-27.0%	?	?	0.3	-7.6%	i	4.5%
